TRPC6 act = activators of mouse TRPC6 channel | 310,000 compounds, 0.13% hits | B-score at 10 µM | AID 2550 | HEK293-TRPC6 membrane potential dye fluorescence; stronger effect = higher value;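 active means B-score of the integrated fluorescence ratio above library mean plus 3 SD, and starting fluorescence ratio within library mean plus 5 SD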;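 further: higher score means more depolarization so channel activation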
TRPC4 PAM = TRPC4 (mouse) allosteric potentiation. AID 2227. 310,000 compounds, 0.42% hits. HEK293 TRPC4beta/mu-opioid, DAMGO EC20, Fluo-4 Ca2+ flux; stronger effect = higher value. B-score at 10 µM;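 active means B-score of calcium response area above 5 SD of library B-scores, with initial fluorescence ratio within 5 SD of library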;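 further: B-score of integrated fluorescence ratio over time as area under calcium response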
Target sequence (Q9QUQ5 whole entry, looked up): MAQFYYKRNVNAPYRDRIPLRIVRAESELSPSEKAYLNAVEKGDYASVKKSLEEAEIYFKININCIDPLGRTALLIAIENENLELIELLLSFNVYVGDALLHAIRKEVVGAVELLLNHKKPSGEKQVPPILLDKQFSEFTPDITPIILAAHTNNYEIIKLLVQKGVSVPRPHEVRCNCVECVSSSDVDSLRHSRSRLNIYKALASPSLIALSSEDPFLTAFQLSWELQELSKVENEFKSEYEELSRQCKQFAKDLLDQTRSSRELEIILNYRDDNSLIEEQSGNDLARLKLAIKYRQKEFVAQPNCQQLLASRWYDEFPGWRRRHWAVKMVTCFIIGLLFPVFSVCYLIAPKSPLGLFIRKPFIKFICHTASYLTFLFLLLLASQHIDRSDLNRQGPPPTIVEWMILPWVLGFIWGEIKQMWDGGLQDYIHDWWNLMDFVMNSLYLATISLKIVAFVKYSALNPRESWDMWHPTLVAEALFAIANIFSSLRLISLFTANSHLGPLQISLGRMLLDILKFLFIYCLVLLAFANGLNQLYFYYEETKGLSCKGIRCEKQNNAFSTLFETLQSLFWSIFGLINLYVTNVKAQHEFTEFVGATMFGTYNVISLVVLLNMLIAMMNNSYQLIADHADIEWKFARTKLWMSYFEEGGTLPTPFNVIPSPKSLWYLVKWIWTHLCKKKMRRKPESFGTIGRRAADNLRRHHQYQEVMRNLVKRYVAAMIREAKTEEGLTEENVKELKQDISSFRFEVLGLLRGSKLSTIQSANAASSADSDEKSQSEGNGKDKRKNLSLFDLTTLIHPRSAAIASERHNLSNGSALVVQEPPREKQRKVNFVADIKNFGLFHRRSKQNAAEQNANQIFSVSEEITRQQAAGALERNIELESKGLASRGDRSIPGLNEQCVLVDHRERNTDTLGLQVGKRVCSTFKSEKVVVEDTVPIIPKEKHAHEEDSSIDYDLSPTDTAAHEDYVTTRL
TRPC4 agonist = opens the mouse TRPC4 cation channel; B-score at 10 µM; 310,000 compounds, 0.49% hits; Q9QUQ5; HEK293 TRPC4beta/mu-opioid, Fluo4 calcium fluorescence; stronger effect = higher value;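 active means B-score above 5 SD of library B-scores, and initial fluorescence ratio not above library mean plus 5 SD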;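 further: positive B-score marks a calcium rise read as TRPC4 activation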
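Test system: HEK293 cells stably co-expressing mouse TRPC4beta and mu-opioid receptor | Schedule: Fluo4 dye loading 45 min at room temperature, 110 s recording | Measured by: Kinetic Fluo4 calcium fluorescence, 5 s baseline at 1 Hz | Evaluation: B score of integrated ratio | Controls: Buffer (low) and maximal DAMGO (high)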
TRPC6 inhibitor = mouse TRPC6 channel inhibition; 310,000 compounds, 1.1% hits; AID 2553; B-score at 10 µM; HEK293-TRPC6, membrane potential dye, ACh-evoked depolarization; stronger effect = lower value;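 active means B-score under library mean minus 3 SD, initial fluorescence not abnormally high, positive integrated signal ratio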;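 further: B-score derived from integrated fluorescence ratio over the kinetic read; more negative B-score means stronger inhibition of depolarization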
MrgX1 PAM = allosterically activates human MrgX1 receptor signaling | Q96LB2 | MrgX1-HEK293, Fluo-4 calcium flux, FDSS; stronger effect = higher value | B-score at 10 µM | 310,000 compounds, 0.63% hits;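 active means plate-corrected calcium response at least 3 library SD above typical, normal starting fluorescence, not activating the receptor alone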;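 further: compound read alongside a low EC10 to EC30 dose of BAM8-22 agonist; peak minus trough fluorescence over baseline measured at the second addition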
MrgX1 agonist = activates human MrgX1 receptor signaling; B-score at 10 µM; 310,000 compounds, 0.44% hits; Q96LB2; MrgX1-HEK293 cells, Fluo-4 calcium fluorescence, agonist mode; stronger effect = higher value;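 active means calcium response B-score plate-corrected fluorescence ratio at least 3 library SD, with starting fluorescence B-score inside 5 SD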
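Material: MrgX1-expressing HEK293 cells / Dosing: compound as first of three additions / Incubation: overnight seeding, then 1 h dark dye loading / Signal: Fluo-4 NW calcium fluorescence / Evaluation: B-scored fluorescence response ratio / Benchmarks: positive and negative control wells on each plate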
MrgX1 antag = antagonists of human MrgX1 receptor | Q96LB2 | MRGX1-HEK293 calcium flux, Fluo-4, BAM8-22 antagonism; stronger effect = lower value | B-score at 10 µM | 310,000 compounds, 1.3% hits | AID 588676;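 active means calcium-response B-score plate-corrected more than 3 library SD below zero, starting fluorescence within 5 deviations, no agonist response on first addition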;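 further: peak minus trough fluorescence over baseline after final BAM8-22 challenge near maximal dose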
SKKanGAS inh = blocks kanamycin growth of S. pyogenes SKKanGAS strain | BacTiter-Glo, 6 h | inhibition, % at 7.5 µM | 300,000 compounds, 1.3% hits;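 active means mean replicate score, as percent of positive control median, at least 50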;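 further: strain carries kanamycin resistance gene driven by streptokinase promoter and grows in 40 µg/ml kanamycin; loss of luminescence reflects streptokinase promoter inhibition or plain growth inhibition; 0% = median of DMSO wells and 100% = positive control at its reference dose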
ANO1 activ = activates or potentiates the mouse TMEM16A chloride channel. HEK293 TMEM16A/YFP-H148Q/I152L, iodide quench fluorescence; stronger effect = lower value. AID 623877. 340,000 compounds, 0.3% hits. B-score at 10 µM;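 active means fluorescence-ratio B-score plate-corrected deviation score at least 3 library SD below zero, with starting fluorescence score within 5 deviations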;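 further: channel opened by trigger with iodide after compound preincubation; score built on the fluorescence ratio of max minus min over baseline; more negative score means more quench and so TMEM16A activation or potentiation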
TRPC4 block = inhibitors of mouse TRPC4 channel; Q9QUQ5; HEK293 TRPC4beta/mu-opioid, DAMGO-evoked Fluo4 calcium flux; stronger effect = lower value; B-score at 10 µM; 300,000 compounds, 0.39% hits; AID 2247;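 active means B-score over 3 SD under the library average, no early fluorescence shift, positive overall ratio signal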
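Assay system: TRPC4beta/mu-opioid receptor HEK293 cell line; compound dosing: single concentration per test compound; detection: Fluo4 Ca2+ flux fluorescence; evaluation: per-well B score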
ANO1 block = blocks the mouse calcium-activated chloride channel TMEM16A | HEK293 TMEM16A/YFP iodide influx fluorescence, ionomycin | normalized B-score (activity score, 25-100; higher = stronger inhibition) at 10 µM | 310,000 compounds, 1.2% hits | Q8BHY3;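 active means ratio plate-corrected score three or more library SD toward inhibition, starting fluorescence score within five deviations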;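 further: score derived from kinetic fluorescence span divided by baseline fluorescence per well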
The depositor's hits bear a star; i = inactive; / = not tested or not shown.

SMILES | TRPC6 act | TRPC4 PAM | TRPC4 agonist | TRPC6 inhibitor | MrgX1 PAM | MrgX1 agonist | MrgX1 antag | SKKanGAS inh | ANO1 activ | TRPC4 block | ANO1 block
COc1ccc(Cl)cc1NC(=O)CN(C)C(=O)c1cc(-c2cccs2)nn1-c1ccccc1 | i | i | i | i | i | i | i | 26 | i | i | i
COc1ccccc1N1CCN(C(=O)C(=O)c2cn(CC(=O)N3CCOCC3)c3ccccc23)CC1 | i | i | i | i | i | i | i | 20 | i | i | i
COc1cc2c(cc1OC)CN(CC(=O)Nc1ccc(S(=O)(=O)N(C)C)cc1)CC2 | i | i | i | i | i | i | i | -3 | i | i | i
CN(CCCN1CCCCC1)C(=O)CCc1nnc(C2CCCCC2)o1 | i | i | i | i | i | i | i | 1 | i | i | i
Cc1cc(C)n(Cc2ccc(C(=O)NCc3ccco3)o2)n1 | i | i | i | i | i | i | i | -13 | i | i | i
O=C(NCc1ccncc1)Nc1ccccc1F | i | i | i | i | i | i | i | 5 | i | i | i
O=C(NCCOc1ccccc1)C(c1ccccc1)c1ccccc1 | i | i | i | i | i | i | i | 6 | i | i | i
CC(=O)CSc1cc(C)nc2c(-c3ccccc3)c(C)nn12 | i | i | i | i | i | i | i | -1 | i | i | i
O=C(CSc1nc2c(c(=O)[nH]1)CCC2)Nc1ccccc1Cl | i | i | i | i | i | i | i | 3 | i | i | i
O=C(N/N=C/c1ccc(Br)cc1)c1cc[n+]([O-])cc1 | i | i | i | i | i | i | i | -4 | i | i | i
COc1ccc(N2CCN(Cc3nc4ccccc4c(=O)[nH]3)CC2)cc1 | i | i | i | i | i | i | i | 2 | i | i | i
CCc1ccc(NC(=S)NC(=O)CC(C)C)cc1 | i | i | i | i | i | i | i | -2 | i | i | i
CC(=O)Nc1nc(C)cs1 | i | i | i | i | i | i | i | -3 | i | i | i
Cc1ccccc1-n1nc(C)c2cc(C(=O)N3CCOCC3)sc21 | i | i | i | i | i | i | i | -3 | i | i | i
Cc1nonc1OC(C)CNc1ccc([N+](=O)[O-])cc1 (stereo not given) | i | i | i | i | i | i | i | -12 | i | i | i
COc1ccc(OC2CCN(C(=O)Nc3ccc(C)cc3)CC2)cc1 | i | i | i | i | i | i | i | 6 | i | i | i
O=C(CSc1ncc(S(=O)(=O)c2ccccc2)c(=O)[nH]1)Nc1ccccc1Cl | i | i | i | i | i | i | i | 1 | i | i | i
Cc1ccccc1CN1CCN(C(=O)c2cccc3ccccc23)CC1 | i | i | i | i | i | i | i | 2 | i | i | i
Cc1c(Cl)cccc1N1C(=O)CC(N(O)c2ccccc2)C1=O (stereo not given) | i | i | i | i | i | i | i | 3 | i | i | i
COc1cc(CC(=O)NCc2ccc3c(c2)OCO3)cc(OC)c1OC | i | i | i | i | i | i | i | -5 | i | i | i
Cc1ccc(CCNC(=O)C2CCN(S(=O)(=O)c3ccc4c(c3)NC(=O)C(C)S4)CC2)cc1 (stereo not given) | i | i | i | i | i | i | i | 7 | i | i | i
COc1ccc(C2CC(c3ccc(Cl)cc3)n3nc(N)nc3N2)cc1 (stereo not given) | i | i | i | i | i | i | i | 2 | i | i | i
CCS(=O)(=O)c1ccc(O)c(NC(=O)CCCC(=O)O)c1 | i | i | i | i | i | i | i | 4 | i | i | i
O=C1CCCC2=C1C(c1ccncc1)n1c(nc3ccccc31)N2 (stereo not given) | i | i | i | i | i | i | i | 4 | i | i | i
Cc1ccc(C)c2c1[nH]c1ccc([N+](=O)[O-])cc12 | i | i | i | i | i | i | i | 31 | i | i | i
COc1cc(C(=O)Nc2nc3ccc4nc(C)sc4c3s2)cc(OC)c1OC | i | i | i | i | i | i | i | -4 | i | i | i
C=CCNC(=O)CN1C(=O)NC(C)(c2ccc(OC)cc2)C1=O (stereo not given) | i | i | i | i | i | i | i | 0 | i | i | i
Cn1cc([N+](=O)[O-])c(C(=O)Nc2ccc3nc(-c4ccccc4)[nH]c3c2)n1 | i | i | i | i | i | i | i | 0 | i | i | i
COc1ccc(OC)c(C2C(C(C)=O)=C(C)Nc3ncnn32)c1 (stereo not given) | i | i | i | i | i | i | i | 1 | i | i | i
CCOC(=O)CCc1nc2ccccc2[nH]c1=O | i | i | i | i | i | i | i | -7 | i | i | i
CC(=O)N1N=C(c2ccccc2O)CC1c1cccs1 (stereo not given) | i | i | i | i | i | i | i | 7 | i | i | i
O=c1c(C(c2ccc(F)cc2)c2c(O)nc3n(c2=O)CCCS3)c(O)nc2n1CCCS2 | i | i | i | i | i | i | i | 7 | i | i | i
CCS(=O)(=O)N1CCC(C(=O)NCc2cccnc2)CC1 | i | i | i | i | i | i | i | 2 | i | i | i
CN1C(=O)CC(c2cn(Cc3ccccc3)c3ccccc23)C1=O (stereo not given) | i | i | i | i | i | i | i | -2 | i | i | i
Cc1nn(-c2ccccc2)c(N2CCCC2)c1/C=N/Nc1ccc(S(N)(=O)=O)cc1[N+](=O)[O-] | i | i | i | -5.5* | i | i | i | 20 | i | i | i
Nc1ccc(N=Nc2ccccc2O)c(N)c1 | i | i | i | -6.5* | i | i | i | 10 | i | i | i
Cc1ccsc1-c1nc(C(N)=O)c2[nH]c(=O)n(-c3ccc(Cl)cc3)c2n1 | i | i | i | i | i | i | i | -3 | i | i | i
O=C(O)c1cc(-c2ccc(/C=N/N3C(=O)C4C5C=CC(CC5)C4C3=O)o2)ccc1Cl (stereo not given) | i | i | i | i | i | i | i | 6 | i | i | i
O=C(CN1CCOCC1)Nc1scc2c1c(=O)oc1ccccc12 | i | i | i | i | i | i | i | -5 | i | i | i
CC1CCN(S(=O)(=O)c2ccc(Br)s2)CC1 | i | i | i | i | i | i | i | 17 | i | i | i
Cc1cccc(OCc2nnc(SC(C)C(=O)O)n2Cc2ccccc2)c1 (stereo not given) | i | i | i | i | i | i | i | -9 | i | i | i
Cc1ccc(C(=O)c2c3ccc([N+](=O)[O-])cc3[n+]([O-])n2CCCN)cc1 | i | i | i | i | i | i | i | 17 | i | i | i
CCOc1ccc(CCNC(=O)COC(=O)c2cc(OC)cc(OC)c2)cc1OCC | i | i | i | i | i | i | i | -6 | i | i | i
O=C1CC(c2ccccc2)c2cc(O)ccc2O1 (stereo not given) | i | i | i | i | i | i | i | -1 | i | i | i
Cc1c(NC(=O)c2cc(=O)[nH]c3ccccc23)c(=O)n(-c2ccccc2)n1C | i | i | i | i | i | i | i | -5 | i | i | i
COc1cccc(NC(=O)CCN2CCN(C)CC2)c1 | i | i | i | i | i | i | i | -3 | / | i | i
CCOc1ccc(NC(=O)c2ccc(CNc3c(N4CCCC4)c(=O)c3=O)cc2)cc1 | i | i | i | i | i | i | i | 7 | i | i | i
Cc1ccc(C(=O)N/C(=C\c2ccco2)C(=O)NCC2CCCO2)cc1C (stereo not given) | i | i | i | i | i | i | i | -6 | i | i | i
COC(=O)c1c(C)[nH]c(-c2csc(N)n2)c1C | i | i | i | i | i | i | i | -11 | i | i | i
CCCN1CCN(CCCNC(=S)Nc2ccc3nc(N4CCN(CC)CC4)cc(C)c3c2)CC1 | i | i | i | i | i | i | i | 2 | i | i | i
Cc1ccc2[nH]c(=O)c(CN(CCCN3CCOCC3)C(=O)Nc3cccc(Cl)c3)cc2c1 | i | i | i | i | i | i | i | 6 | i | i | i
CC(=O)c1c(C)[nH]c(C(=O)CSc2nnc3ccccn23)c1C | i | i | i | i | i | i | i | 0 | i | i | i
Oc1ccc(/C=N/N2CCN(C3c4ccccc4-c4ccccc43)CC2)cc1 | i | i | i | i | i | i | i | 0 | i | i | i
Cc1ccccc1CNC(=O)CCc1ccccc1 | i | i | i | i | i | i | i | 3 | i | i | i
O=C(O)c1sccc1Oc1ccc(NS(=O)(=O)c2ccc(Cl)cc2)cc1 | i | i | i | i | i | i | i | 14 | i | i | i
CCN(CC)S(=O)(=O)c1ccc2c(c1)N(CC(=O)N(CCc1ccncc1)C(C)C)C(=O)CO2 | i | i | i | i | i | i | i | -14 | i | i | i
CCOc1cc(N2CCOCC2)c(OCC)cc1NC(=O)c1c(-c2ccccc2Cl)noc1C | i | i | i | i | i | i | i | 4 | i | i | i
CNC(=S)N/N=C/c1c(Cl)cccc1Cl | i | i | i | i | i | i | i | -8 | i | i | i
Cc1oc(CC(C)C)cc1C(=O)Nc1ccc(C(=O)O)cc1 | i | i | i | i | i | i | i | -8 | i | i | i
Cc1cc(C)nc(NC(=O)C(c2ccccc2)c2ccccc2)c1 | i | i | i | i | i | i | i | 0 | i | i | i

Going on with the list:
SMILES | TRPC6 act | TRPC4 PAM | TRPC4 agonist | TRPC6 inhibitor | MrgX1 PAM | MrgX1 agonist | MrgX1 antag | SKKanGAS inh | ANO1 activ | TRPC4 block | ANO1 block
Cc1ccc(Cl)c(OCC(=O)OC(C)C(=O)NC2CC2)c1 (stereo not given) | i | i | i | i | i | i | i | 0 | i | i | i
COc1ccc(OCC(=O)NNC(=O)c2ccc(-c3ccccc3)cc2)cc1 | i | i | i | i | i | i | i | -7 | i | i | i
O=C(Nc1ccccc1)N1CCCN(c2ccc(C(F)(F)F)cc2[N+](=O)[O-])CC1 | i | i | i | i | i | i | i | -1 | i | i | i
CCOC(=O)c1sc(=S)sc1SCc1cccc(C(F)(F)F)c1 | i | i | i | i | i | i | i | 6 | i | i | i
